Screening results from PubChem BioAssay.
S2 tox: viability counter-screen for ATXN expression inhibitors; S2 cells (HEK-293 line with an ATXN2-luciferase reporter) viability, CellTiter-Fluor protease fluorescence, 24 h; Potency, µM (titrated, usually from 56.7 µM), actives largely listed as cytotoxic; 400,000 compounds, 0.49% hits; AID 651635; further: nearly all actives have a fitted effect of over 40% in size
HepG2 tox: counter-screen for TGF-b inhibitors: cytotoxicity in HepG2 cells | AID 588856 | 410,000 compounds, 0.76% hits | Potency, µM (highest dose often 46.1 µM), inactives show at the top dose activity change, negative = cytotoxicity, most hits filed as cytotoxic | HepG2 CAGA-GFP viability, ATP luminescence, 18 h; further: some results filed as inactive show a strong effect at the top dose
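CellTiter-Glo luminescence gave cytotoxicity after 18 hours at 37 degrees C. The cells were HepG2 CAGA-GFP in 1% FBS DMEM, stimulated with 500 pg/mL TGF-beta after compound addition. %Activity was normalised to no-cell wells (complete cell-killing) and DMSO (no toxicity), and curves were fitted and classified.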
Nrf2 block: blocks Nrf2 signaling. 360,000 compounds, 2.1% hits. A549 ARE-Fluc reporter, luciferase luminescence, 18-24 h. AID 504444. Potency, µM (doses to about 46 µM), for the others: top-dose activity change, negative = inhibition, usual class: inhibitors; further: on the % scale 0 is the no-effect control and ±100 the full control effect; nearly all actives have a fitted effect of over 60% in size
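Nrf2 activity is the BugLite luminescence, read 15 min after reagent at room temperature, following CellTiter-Fluor cytotoxicity readout (30 min, 37C). Compound titrations were applied for 18-24 h to 5000 A549 ARE_Fluc cells/well in 5% FBS OPTI-MEM.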
EPAC2 antag: blocks human EPAC2 exchange factor. Q8WZA2. EPAC2 GEF exchange of Rap1B-BODIPY-GDP, fluorescence. Potency, µM (highest dose often 114 µM), for the others: at the top dose activity, negative = inhibition, actives largely listed as inhibitors. 360,000 compounds, 0.18% hits. AID 720708; further: on the % scale 0 is the no-effect control and ±100 the full control effect; nearly all actives have a fitted effect of over 45% in size; many of its hits are not listed in these tables
Target sequence (Q8WZA2 whole entry, looked up): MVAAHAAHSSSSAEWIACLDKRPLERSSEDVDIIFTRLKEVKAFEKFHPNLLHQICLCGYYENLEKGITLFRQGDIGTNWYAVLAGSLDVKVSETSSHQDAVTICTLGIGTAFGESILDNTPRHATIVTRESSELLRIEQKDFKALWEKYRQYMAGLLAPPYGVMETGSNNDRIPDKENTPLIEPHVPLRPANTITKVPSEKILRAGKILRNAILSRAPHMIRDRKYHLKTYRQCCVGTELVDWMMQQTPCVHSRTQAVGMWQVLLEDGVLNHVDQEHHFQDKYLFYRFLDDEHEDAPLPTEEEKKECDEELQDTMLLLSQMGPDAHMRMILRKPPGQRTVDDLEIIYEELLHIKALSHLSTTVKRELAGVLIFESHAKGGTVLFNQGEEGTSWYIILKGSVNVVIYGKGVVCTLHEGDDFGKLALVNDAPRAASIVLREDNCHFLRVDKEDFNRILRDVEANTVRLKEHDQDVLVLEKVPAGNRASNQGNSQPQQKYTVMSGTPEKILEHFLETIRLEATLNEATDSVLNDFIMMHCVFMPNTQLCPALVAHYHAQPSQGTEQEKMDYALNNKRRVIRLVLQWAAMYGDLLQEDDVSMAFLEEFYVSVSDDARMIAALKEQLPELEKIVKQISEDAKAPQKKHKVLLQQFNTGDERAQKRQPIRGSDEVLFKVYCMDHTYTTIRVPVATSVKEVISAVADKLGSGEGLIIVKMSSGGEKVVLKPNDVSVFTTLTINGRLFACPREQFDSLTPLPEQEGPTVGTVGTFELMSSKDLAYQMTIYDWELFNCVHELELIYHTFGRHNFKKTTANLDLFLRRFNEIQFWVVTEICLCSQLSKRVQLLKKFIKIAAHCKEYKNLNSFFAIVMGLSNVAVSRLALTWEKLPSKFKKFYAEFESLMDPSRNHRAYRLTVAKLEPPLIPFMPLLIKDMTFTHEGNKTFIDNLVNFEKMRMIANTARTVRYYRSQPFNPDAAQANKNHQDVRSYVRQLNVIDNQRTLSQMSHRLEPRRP
A549 tox: kills or reduces viability of A549 cells in Nrf2 counter-screen | A549 ARE-Fluc cells, CellTiter-Fluor viability, 18-24 h | Potency, µM (titrated, usually from 46 µM), without a hit: at the highest dose activity change, negative = cytotoxicity, usual class: inhibitors | 390,000 compounds, 0.16% hits; further: on the % scale 0 is the no-effect control and ±100 the full control effect
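Cytotoxicity counterscreen: CellTiter-Fluor fluorescence was measured in A549 ARE_Fluc cells after 18-24 h of compound exposure in a concentration series. The subsequent BugLite luminescent read reports ARE-luciferase activity.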
MCF10A rereplic: inducers of DNA re-replication in MCF 10A breast cells. MCF 10A DNA re-replication, Hoechst nuclear intensity, 48 h. Potency, µM (titrated, usually from 46.1 µM), inactives show at the top dose activity, positive = re-replication, most hits filed as activators. 350,000 compounds, 2.9% hits; further: % of control where 0% means no effect; nearly all actives have a fitted effect of over 50% in size
ATXN2 expr inh: ATXN2 expression inhibition; AID 1745845; Potency, µM (doses to about 57 µM), for inactives: at the highest dose activity change, negative = inhibition, actives largely listed as inhibitors; 360,000 compounds, 0.72% hits; HEK-293 ATXN2-luciferase reporter, luminescence, 24 h; further: on the % scale 0 is the no-effect control and ±100 the full control effect; nearly all actives have a fitted effect of over 55% in size
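ATXN2-luciferase reporter cells (luciferase flanked by upstream and downstream ATXN2 gene portions) were treated 24 h at 37 °C with compounds at up to 57 uM. SteadyGlo luminescence gave expression; GF-AFC fluorescence gave viability.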
TGFb inhibitor: TGF-b pathway inhibition; HepG2 CAGA-GFP TGF-b/SMAD3 reporter, GFP fluorescence, 18 h; TGF-beta stimulated, 500 pg/mL final; Potency, µM (top dose mostly 46.1 µM), for the others: at the highest dose activity, negative = inhibition, hits mostly inhibitors; 410,000 compounds, 1.2% hits; further: on the % scale 0 is the no-effect control and ±100 the full control effect; nearly all actives have a fitted effect of over 65% in size
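HEPG2 CAGA-GFP reporter cells (1000/well, DMEM with 1% FBS) received compounds, then recombinant TGF-beta at 500 pg/mL final for 18 hours at 37 degrees C. Per-cell GFP summed per well was normalised to unstimulated and stimulated DMSO controls before curve fitting.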
Nrf2 ARE act: activates Nrf2 signaling; AREc32 ARE-luciferase reporter (MCF7-derived line), luminescence, 24 h; Potency, µM (titrated, usually from 46.1 µM), for the others: at the highest dose activation, actives largely listed as activators; 410,000 compounds, 0.31% hits; AID 624171; further: % of control where 0% means no effect; nearly all actives have a fitted effect of over 65% in size
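ARE activation measured as luciferase luminescence (Steady-Glo, 30 min RT) in AREc32_Fluc cells after 24 hr compound exposure at 37 deg C, 5% CO2; cells seeded overnight at 1000/well in OPTI-MEM, 5% FBS.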
* = called active by the depositor; [ ] = dose if it differs, or a comment. The call rests on the fitted dose curve; in most records, active means well fitted curve in the direction sought with a large enough effect; inconclusive means small, poorly fitted or top-dose-only effect, or another doubt; inactive means no such curve, though single readings can be large; an effect the other way counts as inactive or inconclusive. Potency means the concentration at half of the fitted maximal effect. This is a subset. The share of hits here may be higher or lower than overall.

O=C(O)c1cccc(NC(=O)c2ccc3c(c2)C(=O)N(c2cccc([N+](=O)[O-])c2)C3=O)c1 was read as S2 tox inactive, HepG2 tox -1%, Nrf2 block 1%, EPAC2 antag -2%, A549 tox 0%, MCF10A rereplic -7%, TGFb inhibitor 26% and Nrf2 ARE act 0.9%.
`COc1cc(OC)c(OC)cc1CN1CCN(C(=O)c2cccc3ccccc23)CC1` gave S2 tox inactive, HepG2 tox -17%, Nrf2 block -22%, EPAC2 antag -5%, A549 tox 2%, MCF10A rereplic 2%, ATXN2 expr inh -21%, TGFb inhibitor -7% and Nrf2 ARE act 0.1%.
Screening O=C1C(=O)N(C2CCNCC2)CCN1Cc1ccccc1 returned S2 tox inactive, HepG2 tox -2%, A549 tox 3%, ATXN2 expr inh 5%, TGFb inhibitor -22% and Nrf2 ARE act -1.0%.
`CCOC(=O)c1cn2nc(-c3ccc(OC)cc3)cc2nc1C1CCN(C(=O)OC(C)(C)C)CC1` gave S2 tox inactive, HepG2 tox -2%, Nrf2 block inconclusive, EPAC2 antag -7%, A549 tox -11%, MCF10A rereplic inconclusive, ATXN2 expr inh -14%, TGFb inhibitor -23% and Nrf2 ARE act -0.5%.
For Cc1cc2c(cc1S(=O)(=O)NCc1ccc(F)cc1)n(C)c(=O)c(=O)n2C the results were S2 tox inactive, HepG2 tox -6%, Nrf2 block -27%, A549 tox 0%, ATXN2 expr inh 7%, TGFb inhibitor 0% and Nrf2 ARE act 2.4%.
Screening Cn1cc(CN2CCc3sccc3C2)c(-c2ccccc2F)n1 returned S2 tox inconclusive, HepG2 tox -1%, Nrf2 block 15%, EPAC2 antag 11%, A549 tox 0%, MCF10A rereplic 1%, TGFb inhibitor 8% and Nrf2 ARE act -0.4%.
CCOC(=O)CSc1nc(C)c(C(=O)OCC)s1 was read as S2 tox inactive, HepG2 tox 2%, EPAC2 antag -6%, A549 tox -12%, MCF10A rereplic -1%, ATXN2 expr inh -2%, TGFb inhibitor -4% and Nrf2 ARE act -0.4%.
Screening C=Cc1ccc(Cn2c(C)c(C(=O)NCc3ccc(Cl)c(Cl)c3)sc2=O)cc1 returned S2 tox inactive, HepG2 tox -14%, EPAC2 antag 9%, ATXN2 expr inh -11%, TGFb inhibitor inconclusive and Nrf2 ARE act 4.6%.
CC1(C(=O)Nc2ccc3c(c2)OCCO3)CCN1C(=O)c1cccc(F)c1 (centres undefined) was read as S2 tox inactive, HepG2 tox 6%, EPAC2 antag 8%, ATXN2 expr inh 5%, TGFb inhibitor 12% and Nrf2 ARE act 0.7%.
`CC(=O)OCCNc1nc(-c2ccccc2)nc2ccccc12` gave S2 tox inactive, HepG2 tox -2%, Nrf2 block 6%, EPAC2 antag -7%, A549 tox -2%, MCF10A rereplic 5%, ATXN2 expr inh -9%, TGFb inhibitor -19% and Nrf2 ARE act 9.9%.
`CCC1C(C#N)=C(N)OC2=C1C(=O)CC(C)(C)C2` (centres undefined) gave S2 tox inactive, HepG2 tox -5%, Nrf2 block 1%, EPAC2 antag -1%, A549 tox -9%, MCF10A rereplic 2%, ATXN2 expr inh -13%, TGFb inhibitor 4% and Nrf2 ARE act 0.3%.
Screening Cc1ccc(-c2cc(C(=O)Nc3ccc4c(c3)OCCO4)c3ccccc3n2)cc1 returned S2 tox inactive, HepG2 tox -60%, Nrf2 block 5%, EPAC2 antag -14%, A549 tox -8%, MCF10A rereplic -1%, ATXN2 expr inh 22%, TGFb inhibitor 8% and Nrf2 ARE act 2.3%.
For COc1ccc(/C=C/C(=O)NC2=NCCS2)cc1OC the results were S2 tox inactive, HepG2 tox -2%, Nrf2 block inconclusive, EPAC2 antag 1%, A549 tox 4%, MCF10A rereplic 1%, ATXN2 expr inh 34%[activator], TGFb inhibitor -1% and Nrf2 ARE act 0.0%.
CC1CCN(S(=O)(=O)c2ccc(NC(=O)c3ccncc3)cc2)CC1 was read as S2 tox inactive, HepG2 tox -13%, Nrf2 block inconclusive, EPAC2 antag -2%, A549 tox -11%, MCF10A rereplic inconclusive, ATXN2 expr inh -15%, TGFb inhibitor inconclusive and Nrf2 ARE act 0.7%.
For CCCn1nnnc1SCC(=O)Nc1sc(C)c(C)c1C#N the results were S2 tox inactive, HepG2 tox 5%, Nrf2 block 7%, EPAC2 antag -4%, A549 tox -2%, MCF10A rereplic 10%, ATXN2 expr inh -3%, TGFb inhibitor 3% and Nrf2 ARE act 1.6%.
Screening CCc1ccc(NC(=O)Cn2nnc(-c3ccccc3N)n2)cc1 returned S2 tox inactive, HepG2 tox -10%, Nrf2 block 4%, A549 tox 3%, ATXN2 expr inh -9%, TGFb inhibitor -15% and Nrf2 ARE act 3.7%.
For O=C(NCc1ccccn1)c1ccc(Cn2c(=S)[nH]c3ccc(Br)cc3c2=O)cc1 the results were S2 tox inactive, HepG2 tox -15%, Nrf2 block inconclusive, EPAC2 antag 2%, A549 tox -17%, MCF10A rereplic inconclusive, ATXN2 expr inh 2%, TGFb inhibitor -15% and Nrf2 ARE act 0.1%.
For COc1ccc(Cc2c(-c3ccc(C)cc3)nc3c4ccccc4ccn23)c(C)c1 the results were S2 tox inactive, HepG2 tox -25%, EPAC2 antag 22%, ATXN2 expr inh 5%, TGFb inhibitor -15% and Nrf2 ARE act 7.9%.
For COC(=O)[C@@]1(Cc2ccccc2)[C@H]2C(=O)N(C)C(=O)[C@H]2[C@H]2CN=C(SCC(=O)c3ccccc3)N21 the results were S2 tox inconclusive, HepG2 tox -8%, Nrf2 block 4%, EPAC2 antag -3%, A549 tox 4%, MCF10A rereplic -19%, ATXN2 expr inh -6%, TGFb inhibitor -19% and Nrf2 ARE act 7.3%.
Screening CN1CCN(Cc2nc3ccccc3c(=O)n2CC#N)CC1 returned S2 tox inactive, HepG2 tox 14%, Nrf2 block 5%, EPAC2 antag 2%[57.1 µM], A549 tox 15%, MCF10A rereplic -1%, TGFb inhibitor 18% and Nrf2 ARE act 0.6%.
Screening O=C1Nc2ccc(Br)cc2/C1=C/C(=O)c1ccccc1 returned S2 tox inconclusive, HepG2 tox -58%, Nrf2 block inconclusive, EPAC2 antag -15%, A549 tox inconclusive, MCF10A rereplic 18µM*, ATXN2 expr inh inconclusive, TGFb inhibitor inconclusive and Nrf2 ARE act inconclusive.
CCCCn1c(=O)c2oc3ccccc3c2n(CC(=O)Nc2cccc(Cl)c2)c1=O was read as HepG2 tox 1%, Nrf2 block -1%, A549 tox 2%, TGFb inhibitor inconclusive and Nrf2 ARE act -0.8%.
Screening Fc1ccc(-c2cc(C(F)(F)F)nc(N3CCCCC3)n2)cc1 returned S2 tox inactive, HepG2 tox -28%, Nrf2 block -11%, EPAC2 antag -1%, A549 tox inconclusive, MCF10A rereplic inconclusive, ATXN2 expr inh -15%, TGFb inhibitor 12% and Nrf2 ARE act 0.2%.
For CC1(C(=O)NS(=O)(=O)c2cccc(C#N)c2)CCN1C(=O)c1ccccc1CCc1ccccc1 (centres undefined) the results were S2 tox inactive, HepG2 tox 4%, EPAC2 antag -11%, ATXN2 expr inh 8%, TGFb inhibitor -8% and Nrf2 ARE act 0.7%.
For Cc1cccc(N2C(=O)CSC2c2cccnc2)c1 (centres undefined) the results were S2 tox inactive, HepG2 tox 10%, Nrf2 block 7%, EPAC2 antag -2%, A549 tox 6%, MCF10A rereplic 0%, ATXN2 expr inh -3%, TGFb inhibitor 2% and Nrf2 ARE act -0.3%.
For CCc1ccc(N(C(=O)c2ccco2)C(C(=O)NC2CCCC2)c2ccncc2)cc1 (centres undefined) the results were HepG2 tox 6%, Nrf2 block inconclusive, EPAC2 antag -1%, A549 tox 2%, MCF10A rereplic -2%, ATXN2 expr inh 13%, TGFb inhibitor 13% and Nrf2 ARE act 3.9%.
`C=CCNC(=S)N1CCN(S(=O)(=O)c2ccc(C)cc2)CC1` gave S2 tox inactive, HepG2 tox -37%, Nrf2 block -19%, EPAC2 antag -8%, A549 tox -8%, MCF10A rereplic 0%, TGFb inhibitor -14% and Nrf2 ARE act 0.2%.
For Cc1ccccc1NC(=O)CCCC(=O)c1ccccc1 the results were S2 tox inactive, HepG2 tox -16%, Nrf2 block 5%, EPAC2 antag 2%, A549 tox 2%, MCF10A rereplic -14%, ATXN2 expr inh -1%, TGFb inhibitor 1% and Nrf2 ARE act -0.7%.
Screening CN(C)CCn1c2c(c(SCC(=O)Nc3cccc4ccccc34)nc1=O)CCCC2 returned S2 tox inactive, HepG2 tox -8%, Nrf2 block 3%, EPAC2 antag 15%, A549 tox -7%, MCF10A rereplic 17%, ATXN2 expr inh -4%, TGFb inhibitor -6% and Nrf2 ARE act 0.4%.
Screening CCCn1c(SCC(=O)Nc2ccccc2-c2ccccc2)nnc1-c1ccoc1C returned S2 tox inactive, HepG2 tox -28%, Nrf2 block -11%, EPAC2 antag 6%, A549 tox -10%, MCF10A rereplic 17%, ATXN2 expr inh 2%, TGFb inhibitor -10% and Nrf2 ARE act -0.8%.
For CCOc1ccc(NC(=O)C(C)Oc2ccccc2C(=O)Nc2cccc(Cl)c2Cl)cc1 (centres undefined) the results were S2 tox inactive, HepG2 tox -26%, Nrf2 block inconclusive, EPAC2 antag -5%, A549 tox -5%, MCF10A rereplic inconclusive, ATXN2 expr inh -7%, TGFb inhibitor -24% and Nrf2 ARE act 0.6%.
For COCCN(Cc1ccc(F)cc1)C(=O)c1cc2ccccc2oc1=O the results were S2 tox inactive, HepG2 tox -13%, Nrf2 block -3%, EPAC2 antag -3%, A549 tox -4%, MCF10A rereplic -1%, ATXN2 expr inh 3%, TGFb inhibitor -12% and Nrf2 ARE act -0.4%.
